ROMK mod – human ROMK K+ channel modulation, primary screen | P48048 | Tet-inducible ROMK, thallium flux fluorescence; actives lie on both sides | B-score at 10 µM | hit rate 2% among 130,000;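 active means signal ratio slope over the read window, or its plate-corrected B-score, at least 3 SD from the plate mean, either direction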;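 further: B-score of the F/F0 ratio slope over 7 to 12 s after thallium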
Target sequence (P48048 whole entry, looked up): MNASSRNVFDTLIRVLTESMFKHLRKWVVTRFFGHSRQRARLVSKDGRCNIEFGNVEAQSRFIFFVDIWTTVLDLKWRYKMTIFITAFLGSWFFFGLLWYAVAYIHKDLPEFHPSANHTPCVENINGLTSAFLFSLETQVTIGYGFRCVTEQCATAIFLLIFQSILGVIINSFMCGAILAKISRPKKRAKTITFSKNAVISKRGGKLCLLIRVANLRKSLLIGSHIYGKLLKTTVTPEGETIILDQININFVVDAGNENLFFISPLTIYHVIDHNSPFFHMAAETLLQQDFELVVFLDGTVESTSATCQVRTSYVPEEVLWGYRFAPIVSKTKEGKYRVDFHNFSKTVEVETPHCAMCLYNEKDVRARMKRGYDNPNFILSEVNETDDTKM
PMI act – increases human mannose-6-phosphate isomerase activity; P34949; purified human PMI, coupled resazurin fluorescence, 20 min; hits give high values; 1 = vehicle control, 0 substrate-free wells; activation factor at 20 µM; hit rate 0.005% among 190,000;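 active means activation factor of 2 or more at 20 µM, relative to plate controls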
S1P3 antag – S1P3 (human) receptor antagonism; CHO S1P3 NFAT-BLA reporter, FRET fluorescence, antagonist mode; inhibition, % at 4.98 µM; hit rate 0.27% among 170,000; AID 485;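 active means inhibition above the plate cutoff, the mean inhibition of test wells on that plate plus 3 SD, cut at about 28% in these data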;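 further: cells challenged with S1P at its EC80 of 0.8 µM; blue over green emission ratio from cleaved BLA substrate after 4 h stimulation; 0% = S1P-stimulated wells and 100% = unstimulated DMSO-only wells; some compounds past the cut are filed as inactive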
Target sequence (Q99500 whole entry, looked up): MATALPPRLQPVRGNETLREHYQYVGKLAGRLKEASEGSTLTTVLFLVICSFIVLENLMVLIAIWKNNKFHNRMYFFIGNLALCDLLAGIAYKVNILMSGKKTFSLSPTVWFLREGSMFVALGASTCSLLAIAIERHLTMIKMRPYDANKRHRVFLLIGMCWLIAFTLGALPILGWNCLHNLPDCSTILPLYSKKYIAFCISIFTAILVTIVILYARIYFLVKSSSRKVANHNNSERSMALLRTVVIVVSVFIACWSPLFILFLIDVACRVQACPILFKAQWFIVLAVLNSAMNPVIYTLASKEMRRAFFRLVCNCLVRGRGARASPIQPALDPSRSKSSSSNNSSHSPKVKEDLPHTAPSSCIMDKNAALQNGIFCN
PPARg SRC-3 ag – promotes SRC-3 coactivator recruitment by human PPARgamma; biochemical PPARgamma/SRC-3 coactivator recruitment assay; hit rate 0.26% among 200,000; P37231; activation, % at 8 µM; in the data active means activation above about 23%;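 further: 0% = DMSO and 100% = reference agonist; some compounds past the cut are filed as inactive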
PPARg SRC-2 ag – PPARgamma-driven SRC-2 recruitment agonism. activation, % at 8 µM. PPARgamma LBD-SRC-2 recruitment, biochemical. hit rate 0.34% among 200,000; in the data active means activation above about 22%;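 further: 0% = vehicle and 100% = reference agonist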
Diaph act CS – diaphorase activation or chemical reduction counter-screen. AID 1229. activation factor at 20 µM. Diaphorase/resazurin coupled assay, resorufin fluorescence, 16 min; hits give high values; 1 = vehicle wells, 0 = NADH-free wells. hit rate 0.005% among 190,000;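 active means diaphorase activity raised at least twofold by the compound at 20 µM; inactive means activation factor below 2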
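Test system: Clostridium kluyveri diaphorase, purified enzyme; input: enzyme 0.07 U/mL final; buffer or medium: 50 mM HEPES pH 7.4 with 4.542 mM MgCl2, 0.005% Tween 20; also added: 0.114 mM NADH and 0.1 mM resazurin, final amounts; schedule: 16 min enzyme reaction, ambient temperature; technique: fluorescence of resorufin, 544 nm excitation, 590 nm emission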
PMI act satM6P – increases human PMI activity with near-saturating mannose 6-phosphate. P34949. coupled PMI enzyme assay, resazurin fluorescence, 20 min; hits give high values; 1 = untreated enzyme, 0 = substrate-free blank. activation factor at 20 µM. hit rate 0.34% among 190,000. AID 1216;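 active means activation factor of 2 or more at 20 µM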
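Test system: Human PMI in coupled enzyme assay | Input: 15 ng/mL PMI | Medium: HEPES-buffered pH 7.4 with magnesium and detergent | Compound: One concentration, 20 µM, in 1% DMSO | Incubation: Enzyme reaction with compound 20 min at room temperature | Detection: Diaphorase-driven resazurin-to-resorufin fluorescence, excitation 544, emission 590 nm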
TR-FRET SRC-2 ct – counter-screen for PPARgamma SRC-2 recruitment agonists: TR-FRET artefact. hits give high values. hit rate 0.4% among 200,000. TR-FRET ratio at 8 µM. AID 1049; in the data active means TR-FRET ratio above about 2000; further: inactives centre near 1500
Diaph inh CS – diaphorase inhibition or chemical oxidation counter-screen. diaphorase resazurin-to-resorufin fluorescence, NADH, 16 min; bacterial (C. kluyveri) enzyme, not human. inhibition, % at 20 µM. hit rate 0.69% among 190,000. AID 1217;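 active means primary screen inhibition at 20 µM above a set limit, cut at about 50% in these data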;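 further: plate controls were DMSO with full reaction for no effect and wells lacking NADH for full effect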
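Detection: fluorescence of resorufin formed from resazurin, Ex 544/Em 590 nm; test system: Clostridium kluyveri diaphorase enzyme; amount: 0.14 U/mL diaphorase, enzyme working solution; times: 16-min room-temperature incubation before reading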
G6PDH CS – inhibits Leuconostoc G6PDH, flagging false hits in G6PDH-based assays | Purified L. mesenteroides G6PDH, diaphorase/resazurin coupled fluorescence, 45 min | inhibition, % at 5 µM | hit rate 0.12% among 200,000 | AID 1020; in the data active means inhibition above about 50%
PPARg SRC-1 ag – PPARgamma-driven SRC-1 recruitment agonism; PPARgamma-SRC-1 coactivator recruitment biochemical assay; activation, % at 8 µM; hit rate 0.41% among 200,000; in the data active means activation above about 19%;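 further: 0% = DMSO and 100% = reference agonist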
* hit, by the source's call; . = not tested or not shown.

Sample of the layout:
smiles,ROMK mod,PMI act,S1P3 antag,PPARg SRC-3 ag,PPARg SRC-2 ag,Diaph act CS,PMI act satM6P,TR-FRET SRC-2 ct,Diaph inh CS,G6PDH CS,PPARg SRC-1 ag
CC1(C)Cc2cccc(Oc3ccc(S(=O)(=O)N4CCCCC4)cn3)c2O1,-0.53,1,-7,-4,-3,0.9,1,1721,14,5,7
CSc1ccccc1C(=O)N1CCN(c2ccc(F)cc2)CC1,0.51,1,.,-4,6,1,1.1,1501,3,9,-4

All compounds of this part, from the first entry:
smiles,ROMK mod,PMI act,S1P3 antag,PPARg SRC-3 ag,PPARg SRC-2 ag,Diaph act CS,PMI act satM6P,TR-FRET SRC-2 ct,Diaph inh CS,G6PDH CS,PPARg SRC-1 ag
CC1(C)Cc2cccc(Oc3ccc(S(=O)(=O)N4CCCCC4)cn3)c2O1,-0.53,1,-7,-4,-3,0.9,1,1721,14,5,7
CSc1ccccc1C(=O)N1CCN(c2ccc(F)cc2)CC1,0.51,1,.,-4,6,1,1.1,1501,3,9,-4
Cc1cccc(-n2c(CNC(=O)c3ccc(S(=O)(=O)N(C)C)cc3)nnc2SCC(=O)Nc2ccc(F)cc2)c1,0.14,0.7,5,5,6,0.8,0.8,1434,18,17,5
O=C(/C=C/c1ccccc1Cl)Nc1ccc(Cl)cn1,-0.097,1.2,-7,6,11,1.2,1.1,1560,-19,2,11
O=S(=O)(NN=C1CCCCC1)c1ccccc1,0.12,.,-1,0,-7,.,.,1558,.,13,10
CC(=O)c1ccc(-c2nnc(CCC(=O)N(C)Cc3cnc4ccccn34)o2)s1,0.53,1,-5,-4,-8,1,1.1,1390,1,10,-6
O=C(CSc1nnc(-c2ccco2)o1)c1ccc(O)cc1O,-0.95,1.1,-9,2,2,1,1,1497,0,1,9
CC(=O)N/C(=C\c1ccccc1)C(=O)OCC(=O)NC1CCCC1,.,1,4,1,-4,0.9,1.1,1592,9,18,13

Two records drawn at random from the list so far, as already listed:
smiles,ROMK mod,PMI act,S1P3 antag,PPARg SRC-3 ag,PPARg SRC-2 ag,Diaph act CS,PMI act satM6P,TR-FRET SRC-2 ct,Diaph inh CS,G6PDH CS,PPARg SRC-1 ag
CC(=O)N/C(=C\c1ccccc1)C(=O)OCC(=O)NC1CCCC1,.,1,4,1,-4,0.9,1.1,1592,9,18,13
O=S(=O)(NN=C1CCCCC1)c1ccccc1,0.12,.,-1,0,-7,.,.,1558,.,13,10

Next section.
smiles,ROMK mod,PMI act,S1P3 antag,PPARg SRC-3 ag,PPARg SRC-2 ag,Diaph act CS,PMI act satM6P,TR-FRET SRC-2 ct,Diaph inh CS,G6PDH CS,PPARg SRC-1 ag
COc1ccc(COCC(O)CN(Cc2ccccc2)C(C)C)cc1OC (centres undefined),0.83,1,-11,-2,6,0.9,1,1711,6,0,5
O=C(NCCc1ccccc1)c1n[nH]c(=O)c2ccccc12,0.019,0.9,-1,-3,-2,0.9,1,1599,14,1,-4
CCCCCOc1ccc(Cl)cc1CN1CCOCC1,-0.16,1,.,2,0,0.9,1.1,1535,10,0,1
Brc1ccc(-c2nc(-c3ccccc3)no2)o1,.,0.9,12,-3,3,0.8,0.9,1514,16,-14,2
O=S(=O)(Nc1nc2ccccc2nc1NCC1CCCO1)c1cccs1 (centres undefined),0.019,1,3,7,0,0.9,1,1838,8,1,5
CCN(CCn1cccn1)C(=O)CCc1nnc(CCCc2ccccc2)o1,0.15,.,-22,4,4,.,.,1607,.,13,10
Nc1nc(N2CCN(c3cccc(Cl)c3)CC2)n[nH]1,0.65,1,7,2,0,1.1,1,1589,-8,8,2
Nc1nc(NC(=O)/C=C/c2ccccc2)nn1-c1ccccc1,0.02,1,17,0,1,0.9,1,1577,8,-2,1
COc1ccccc1N1CCN(C(=O)c2cccc(N3C(=O)NC4CC3(C)Oc3ccccc34)c2)CC1 (centres undefined),-0.81,1,.,-8,-3,1,1,1387,-1,2,6
NS(=O)(=O)c1ccc(-n2nc(C(=O)O)cc2-c2ccc(Cl)cc2)cc1,0.45,1.3,-3,5,7,1,1.2,1736,-2,18,3
COC(=O)c1[nH]c2cccc(OC)c2c1NC(=O)CCN1CC(C)CC(C)C1 (centres undefined),-2.1,1,-44,5,5,0.9,0.9,1631,10,0,-2
CN(C)C(=O)c1ccc2c(c1)n(C)c(=O)n2C,.,1.1,.,-6,-4,0.9,1.1,1426,7,0,-8
COc1ccc(-c2cnnc(N/N=C/c3ccc(O)c(OC)c3)n2)cc1,.,1,-2,-1,10,0.9,1,1485,10,-19,3
Cc1cccc(C(=O)n2cnnc2N)c1,-1.4,1,-23,-1,0,0.9,1,1610,6,2,-1
CSc1nc(NC(C)C)nc(N2CCOCC2)n1,-0.26,0.9,-24,13,-7,0.9,0.9,1597,12,-2,5
COc1cc(C(=O)Nc2nc3ccccc3[nH]2)cc(OC)c1OC,.,1,-14,15,-2,1,1,1516,-2,3,-5
O=C(C1CCN(S(=O)(=O)c2cccs2)CC1)N1CCc2ccccc2C1,.,1,6,1,3,0.9,1,1590,7,8,-3
CC(C)(C)NC(=O)COC(=O)CCC(=O)c1ccc(F)cc1,0.2,1,12,0,2,0.8,1,1769,16,4,-3
COc1ccc(CNC(=O)c2ccc(Cn3nc(C)c([N+](=O)[O-])c3C)o2)cc1,-1.2,.,-13,-1,-5,.,.,1540,.,8,1
Cc1ccc(-c2cc(C(F)(F)F)n3nc(C(=O)N4CCCC4)cc3n2)cc1,.,.,-15,-3,2,.,.,1543,.,.,4
COC(=O)Cc1ccc(NC(=S)N2CCN(c3cc(Cl)ccc3C)CC2)cc1,.,0.8,-2,-4,8,0.6,0.8,1730,37,7,8
CC(=O)Nc1ccc(Nc2ncnc3c2cnn3-c2cccc(C)c2)cc1,0.33,0.8,33,-5,3,0.8,0.8,1480,21,-52,1
O=C(Cn1nnc2ccccc2c1=O)N1CCCc2ccccc21,-0.57,1.1,-22,-2,-8,1,1,1407,-4,3,0
COC(=O)[C@@]1(Cc2ccc(F)cc2)[C@H]2c3cc(C(=O)N4CCCC4)n(CCc4ccc(O)c(O)c4)c3C[C@H]2CN1C(=O)c1ccccc1,-2.3,0.5,-18,1,-8,0.5,0.8,1373,52*,25,-3
COc1cccc(OCC(O)CN(CCO)Cc2ccccc2)c1 (centres undefined),.,0.9,-26,-2,-3,0.8,1,1477,18,5,-5
COc1ccc(OC)c(C(=O)COC(=O)c2c(OC)cccc2OC)c1,.,0.9,9,-2,1,0.8,0.9,1518,21,2,5
COc1ccccc1/C=C/C1=NC(=C\N(C)C)/C(=O)O1,-0.082,1,.,-7,-2,0.9,0.4,1518,7,2,4
CCCS(=O)(=O)N1CCN=C1SCc1cccc2ccccc12,.,0.8,-2,2,6,0.8,0.9,1750,20,4,3
CC(C(=O)Nc1cccc(Br)c1)c1ccc([N+](=O)[O-])cc1 (centres undefined),.,0.8,30*,-1,-1,0.9,0.9,1619,7,18,-1
COc1ccc(NC(=S)N2CCN(Cc3ccc(C)cc3)CC2)cc1,-0.22,1,-7,-2,2,1,1,1385,4,-3,2
CCOC(=O)CNC(=O)CSc1ncnc2c1cnn2-c1ccc(OC)cc1,.,1,-19,0,-2,0.9,0.9,1469,11,7,-4
Cc1nnc2ccc(-c3ccc(NC(=O)c4ccco4)cc3)nn12,0.012,1.1,-11,0,3,1,1.2,1625,2,2,5
Cc1oc(-c2ccc(Cl)cc2)cc1-c1nn2c(-c3ccco3)nnc2s1,.,1,.,.,.,0.7,1,.,32,4,.
CC(C)c1csc(CN2CCC(CO)(Cc3ccccc3)CC2)n1,.,1,10,-3,3,1.1,1.1,1781,-10,4,7
O=C(Cn1c(=O)n(-c2ccccc2)c(=O)c2sccc21)NCc1ccccc1,0.51,1.1,-6,5,-5,1,1.1,1588,0,12,2
COc1ccc(C(=O)NNC(=O)CCCCC(=O)NNC(=O)c2ccc(OC)cc2)cc1,0.85,1,-18,5,0,0.9,1,1417,13,5,0
N#CCC(=O)N/N=C/c1ccc(OCc2ccccc2)cc1,-1.2,1,-2,1,0,1,1,1594,4,-2,-1
COC(=O)C1=C(C(=O)OC)C2(OC1c1cccc(F)c1)C(=O)c1ccccc1C2=O (centres undefined),.,1.4,.,7,1,0.9,1.6,1523,9,5,-3
COn1c(-n2nc(C)cc2C)nc2ccccc2c1=O,.,1,-54,4,0,1.1,1,1638,-10,10,-4
CC(C)Sc1nnc(-c2c[nH]c3ccccc23)n1C,.,0.9,20,2,-1,0.9,0.9,1652,13,-4,-2
COC(=O)c1c(O)c2ccccc2[nH]c1=O,.,1,.,4,10,1,1.1,1531,-3,8,1
O=C(N/N=C/c1cccnc1)c1ccc(CN2c3cccc4cccc(c34)S2(=O)=O)cc1,0.52,0.9,-5,3,9,0.8,0.6,1627,21,9,-3
Cc1ccc(OCc2n[nH]c(=S)n2-c2ccccc2)cc1,.,1,4,1,-1,0.8,1,1286,15,12,2

Screening results deposited in PubChem by several laboratories.
